eIF2B yeast act = eIF2B (yeast) activity modulation; S. cerevisiae eIF2B-epsilon R284H, GCN4-lacZ luminescence; inhibition, % at 25 µM (by protocol); 27,000 compounds, 0.91% hits; AID 688;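 active = mutant luminescence inhibited past about 50% while wild type luminescence and mutant growth stay under set limits, limit read from the data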; note: some compounds called inactive have numbers as strong as hits
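material = yeast eIF2B-epsilon R284H mutant carrying GCN4–beta-galactosidase fusion | schedule = 16 h growth with compound at 30 °C, 90 min Beta-Glo step | measured by = luminescence and A595 | compound dosing = one concentration, 25 µM, 0.25% DMSO | read-out basis = % inhibition of reporter signal and growth versus controls | buffer or medium = YPD medium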
Yeast tox = Compounds toxic to wild-type S. cerevisiae growth; A595 turbidity, 16 h; growth inhibition, % at 25 µM (by protocol); 30,000 compounds, 0.3% hits;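 active = mutant and wild-type yeast strains alike exhibit over 30% growth inhibition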;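 note: 0% = untreated cell controls and 100% = YPD media blanks without cells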
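Incubation: 16 h growth with compound, 30 °C; Material: S. cerevisiae wild-type or eIF2Bepsilon-R284H mutant strain; Signal: turbidity measured as absorbance at 595 nm; Medium: YPD yeast growth medium; Measure: growth inhibition (%) versus cell controls and blanks; Doses: 25 µM single dose.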
Yeast tox inhibition % = further read-out of Yeast tox, marked with its call; growth inhibition, %; S. cerevisiae eIF2Bepsilon-R284H mutant growth, A595 turbidity, 16 h;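 each compound tested once at 25 µM; 0% equals untreated cells and 100% equals cell-free medium blanks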
eIF2B yeast act mutant toxicity = recorded beside eIF2B yeast act, whose call it bears; growth inhibition, %; measured here: mutant yeast growth, toxicity;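 each compound tested once at 25 µM; zero equals untreated control growth and 100 equals blank medium absorbance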
* = called active by the depositor; . = not tested or not shown. A portion of the library. The share of hits here may be higher or lower than overall.

Start of the data: the first 2 entries as a preview:
compound	eIF2B yeast act	eIF2B yeast act mutant toxicity	Yeast tox	Yeast tox inhibition %
CC1=C(C(=O)Nc2ccccc2C)C2(CCCC2)C(C(N)=O)C(=O)N1 (centres undefined)	.	.	22.4	-10.7
Cc1cc(C)n(C(=O)CNC(=O)c2ccc3c(c2)OCCO3)n1	-19.1	-6.7	3.1	-6.7

Results, previewed entries included:
compound	eIF2B yeast act	eIF2B yeast act mutant toxicity	Yeast tox	Yeast tox inhibition %
CC1=C(C(=O)Nc2ccccc2C)C2(CCCC2)C(C(N)=O)C(=O)N1 (centres undefined)	.	.	22.4	-10.7
Cc1cc(C)n(C(=O)CNC(=O)c2ccc3c(c2)OCCO3)n1	-19.1	-6.7	3.1	-6.7
CCCc1cc(=O)[nH]c(SCC(=O)c2cc(C)n(C(C)COC)c2C)n1 (centres undefined)	57.3*	.	14.4	10.5
Cc1ccc(C(=O)N2CCCC2)cc1S(=O)(=O)Nc1ccccc1	5.4	-4.5	-0.3	-4.5
CC1=C(C#N)C(NC(=O)C(C)(C)C)(C(F)(F)F)C(=O)N1 (centres undefined)	15.0	-52.4	4.2	-52.4
O=C(Nc1ccc(-c2cn3ccsc3n2)cc1)C1COc2ccccc2O1 (centres undefined)	4.2	26.3	17.8	26.3
CCn1cc(Cl)c(C(=O)N2N=C3/C(=C/c4cccs4)CCCC3C2c2cccs2)n1 (centres undefined)	9.7	-20.7	-18.3	-20.7
CC(C)c1nnc(NC(=O)CSc2nc3ccccc3s2)s1	6.9	19.2	7.8	19.2
COn1cnnc1-c1ccccc1	20.5	5.3	5.3	5.3
CN(C)/C=C/C(=O)c1ccc(N2CCN(c3ncc(C(F)(F)F)cc3Cl)CC2)cc1	9.6	15.2	12.2	15.2
COc1ccccc1N1CCN(C2=NS(=O)(=O)c3ccccc32)CC1	18.7	-14.3	5.4	-14.3
C/C(Cl)=C\Cn1c(Nc2cccc(C)c2)nc2c1c(=O)n(C)c(=O)n2C	-17.7	11.1	1.6	11.1
COc1ccc2c(c1)CCc1c(C(=O)NCc3ccc(Cl)cc3)noc1-2	14.4	.	-14.4	0.0
CN(C)S(=O)(=O)c1ccc(C(=O)Nc2ccc(CN3CCCC3)cc2)cc1	-0.9	7.7	-10.2	7.7
COC(=O)CNC(=O)CN1C(=O)N(c2ccccc2)C(N(O)C(=O)Nc2ccccc2)C1(C)C (centres undefined)	.	.	14.3	0.0

Entries of single compounds, looked up by structure. Values in the order: eIF2B yeast act	eIF2B yeast act mutant toxicity	Yeast tox	Yeast tox inhibition %
Results for COc1ccc2c(c1)CCc1c(C(=O)NCc3ccc(Cl)cc3)noc1-2 → 14.4	.	-14.4	0.0
Results for CC1=C(C(=O)Nc2ccccc2C)C2(CCCC2)C(C(N)=O)C(=O)N1 (centres undefined) → .	.	22.4	-10.7
Results for Cc1ccc(C(=O)N2CCCC2)cc1S(=O)(=O)Nc1ccccc1 → 5.4	-4.5	-0.3	-4.5
Results for C/C(Cl)=C\Cn1c(Nc2cccc(C)c2)nc2c1c(=O)n(C)c(=O)n2C → -17.7	11.1	1.6	11.1

Carrying on:
compound	eIF2B yeast act	eIF2B yeast act mutant toxicity	Yeast tox	Yeast tox inhibition %
CC1(C)CCN(Cc2ccccc2)C1CC#N (centres undefined)	16.6	12.0	22.2	12.0
Cc1ccc(S(=O)(=O)CCC(=O)c2ccc(O)cc2O)cc1	16.1	12.0	9.8	12.0
O=C(c1cccn2c(=O)c3ccccc3nc12)N1CCN(Cc2ccc3c(c2)OCO3)CC1	-2.6	-3.6	-0.6	-3.6
CC(=O)Nc1ccc(OCC(O)Cn2nc(C)nc2C)cc1 (centres undefined)	17.4	3.2	4.0	3.2
COc1ccc(S(=O)(=O)Nc2c(C)ccc3nsnc23)cc1OC	4.7	4.8	6.8	4.8
CCOC(=O)C1CCCN(c2nc3ccccc3nc2C(C#N)C(=O)OC(C)COC)C1 (centres undefined)	16.3	-14.3	8.2	-14.3
CCc1cc(C=C(Cl)Cl)oc(=O)c1C	-51.8	-11.5	10.0	-11.5
O=C(NCC1CCC(C(=O)O)CC1)OCc1ccccc1 (centres undefined)	11.0	.	-12.5	0.0
CCCc1cc(=O)n2[nH]c(C)c(-c3ccccc3)c2n1	13.6	7.1	-4.8	7.1
CCOc1nc(NC(=O)NS(=O)(=O)Oc2cccc(Cl)c2)nc(-c2ccccc2)n1	22.8	10.3	40.0	10.3
CCSCCOC(=O)C1=C(C)NC(=O)NC1c1cc(OC)ccc1OC (centres undefined)	-3.9	7.4	-6.6	7.4
O=S(=O)(CCSc1ccccn1)c1nc2ccccc2s1	28.4	14.3	17.8	14.3
CC1(C)Cc2c(sc3c2c(=N)n(Cc2ccco2)c(=O)n3CC(=O)Nc2ccc(Cl)cc2)CO1	20.0	-11.5	4.2	-11.5
O=C(c1cccs1)N1CCCC1	4.5	-7.1	-0.2	-7.1
Cc1ccc2nc3c(cc2c1)c(NC(=O)C1CCCO1)nn3CC(C)C (centres undefined)	2.3	10.0	22.4	10.0

2 entries picked at random from those above, as already listed:
compound	eIF2B yeast act	eIF2B yeast act mutant toxicity	Yeast tox	Yeast tox inhibition %
CC1(C)Cc2c(sc3c2c(=N)n(Cc2ccco2)c(=O)n3CC(=O)Nc2ccc(Cl)cc2)CO1	20.0	-11.5	4.2	-11.5
CCOC(=O)C1CCCN(c2nc3ccccc3nc2C(C#N)C(=O)OC(C)COC)C1 (centres undefined)	16.3	-14.3	8.2	-14.3

(listing goes on)
compound	eIF2B yeast act	eIF2B yeast act mutant toxicity	Yeast tox	Yeast tox inhibition %
Cc1nc2c3ccccc3nc(SCC(=O)N3CC(C)CC(C)C3)n2n1 (centres undefined)	.	.	14.5	11.1
COc1cc(NC(=O)C2CCCCC2)c(OC)cc1NC(=O)CN1CCCCC1	-5.5	4.8	16.8	4.8
Cc1ccc(OCc2nnc(SCC(=O)Nc3ccc4c(c3)OCCO4)n2Cc2ccco2)cc1	23.6	.	.	.
CCCCn1c(SCC(N)=O)nc2c(sc3ccccc32)c1=O	22.1	20.3	5.4	20.3
CCCCN(CCCC)c1nc2ccccc2nc1C(C#N)C(=O)NCCCOC (centres undefined)	47.0	.	-3.1	0.0
Cn1c(=O)c2c(ncn2CC(=O)N2CCOCC2)n(C)c1=O	22.8	-27.3	12.8	-27.3
CN(CC(=O)N1CCN(c2ccccn2)CC1)S(=O)(=O)c1ccc2ccccc2c1	-40.2	.	8.3	0.0
Cc1nc(SCCC(C)C)c([N+](=O)[O-])[nH]1	16.6	12.5	2.3	12.5
CCN(CC)C(=O)c1cc2cc(Br)ccc2oc1=O	17.5	-7.1	7.1	-7.1
Cc1c(C(=O)O)c(=S)sn1CCOc1ccccc1	-1.3	-4.2	-4.0	-4.2
COc1ccc2nc3oc(C(=O)N4CCN(c5ccccc5F)CC4)cc3cc2c1	4.3	7.1	-56.0	7.1
O=C(NCc1ccccc1)c1ccc(-c2ccc(F)cc2)o1	.	.	6.2	-7.0
CCN(CC)CCn1c2ccc(F)cc2c2nc(C)sc21	3.7	23.8	13.3	23.8
O=C(O)c1cc(-c2cccnc2)nn1-c1ccccn1	10.0	6.2	5.2	6.2
COC(=O)c1sc(NC(=O)CSc2nnnn2-c2cccc(OC)c2)nc1C	8.6	-50.0	-70.0	-50.0

Next section
compound	eIF2B yeast act	eIF2B yeast act mutant toxicity	Yeast tox	Yeast tox inhibition %
CCCNC(=O)CSc1nnc(-c2ccco2)n1C	11.9	3.5	48.0	3.5
Cn1cnnc1SCC(=O)NCCC(c1ccccc1)c1ccccc1	-33.8	-4.8	5.5	-4.8
CC(=O)c1c(N)[nH]c(-c2ccccc2)nc1=S	29.9	9.7	12.7	9.7
CCOC(=O)c1c(C)[nH]c(C)c1C(=O)COC(=O)c1ccc(Cl)c(S(N)(=O)=O)c1	7.7	10.3	8.4	10.3
Cc1nn2c(-c3ccccc3)nnc2c2ccccc12	30.5	8.3	-1.7	8.3
COC(=O)C1=CN(C(C)C)C=C(C(=O)OC)C1c1cccc(OC)c1	17.6	7.1	9.6	7.1
N#CCCCN1C(=O)C(O)(CC(=O)c2ccc3c(c2)OCCO3)c2ccccc21 (centres undefined)	-7.7	16.1	-5.5	16.1
CC(C)(C)N1NC(=O)Nc2ccccc2C1=O	.	.	24.8	13.0
Cc1nc(Cl)sc1C(=O)O	15.9	-18.5	33.2	-18.5
O=C(OC(C(=O)NC1CCCC1)c1ccccn1)c1cccs1 (centres undefined)	-19.7	.	0.3	0.0
CCC(C)(C)n1nnnc1CN(Cc1ccc(Cl)cc1)Cc1ccco1	.	.	-2.1	-10.0
CCOc1cc(S(=O)(=O)N2CCCCCC2)ccc1F	-47.5	12.1	21.1	12.1
COc1ccc(-n2nnc3c(SCC(=O)Nc4ccc5c(c4)OCCO5)ncnc32)cc1	17.4	.	3.0	0.0
O=C(CSc1c[nH]c2ccccc12)N1CCOCC1	31.5	6.9	-15.0	6.9
CCCC(=O)Nc1ccccc1NC(=O)c1cc(OC)c(OC)c(OC)c1	18.4	12.5	20.0	12.5

Next section.
compound	eIF2B yeast act	eIF2B yeast act mutant toxicity	Yeast tox	Yeast tox inhibition %
CCc1ccc(NC(=O)CSc2nnc(COc3ccc4c(c3)CCCC4)o2)cc1	16.9	5.4	16.5	5.4
CCOC(=O)c1c(NC(=O)c2c(Br)cnn2CC)sc(C)c1C	26.3	-8.3	-16.8	-8.3
COc1cc(C)c(S(=O)(=O)N2CCOCC2)cc1C(C)C	33.8	.	4.3	0.0
O=C(O)CSc1ncnc2c1oc1ccccc12	-4.1	-22.7	9.7	-22.7
CC1(C)CC(=O)C2=C(C1)NC(Nc1nc3ccccc3o1)=NC21CCCCC1	.	.	4.0	-10.7
COc1ccc(-c2nnc(SC(C)C(=O)Nc3cccc(Cl)c3)o2)cc1 (centres undefined)	-16.9	20.7	1.1	20.7
CC(=O)c1c(C)[nH]c(C(=O)OC2CCCCC2=O)c1C (centres undefined)	-3.8	5.4	1.8	5.4
Cc1ccc(S(=O)(=O)/C(C#N)=C/c2c(N3CCN(C)CC3)nc3c(C)cccn3c2=O)cc1	-7.3	.	.	.
Clc1ccc(CN2C3=NCCN3c3ccccc32)cc1	14.2	.	.	.
Cc1cc(O)ccc1Nc1nc2ccccc2nc1Nc1ccc(O)cc1C	-52.7	2.7	1.8	2.7
Cc1nnc2n1NC(c1ccc(Cl)cc1)C(C(=O)N1CCC(C)CC1)S2 (centres undefined)	24.3	-4.5	-3.4	-4.5
COc1cccc(C(C#N)N2N=C(C)CC2(C)C)c1O (centres undefined)	-1.7	.	5.9	0.0
O=C1c2cccnc2C(=O)N1Cc1ccc(F)cc1	22.9	-22.7	0.9	-22.7
CCc1cc2cccc(C)c2nc1SCC(=O)N1CCN(C(=O)c2ccco2)CC1	20.1	14.0	-1.1	14.0
Cc1cnnc2ccc3c(no[n+]3[O-])c12	17.5	-28.6	-18.9	-28.6

Other results.
compound	eIF2B yeast act	eIF2B yeast act mutant toxicity	Yeast tox	Yeast tox inhibition %
Fc1cccc(-c2nn[nH]n2)c1	11.3	-9.5	9.7	-9.5
O=C(c1ccccc1)N1CCCC(C(=O)N2CCc3ccccc3C2)C1 (centres undefined)	16.9	-14.3	47.8	-14.3
Cc1cc2oc(C(=O)NC3CCS(=O)(=O)C3)c(C)c2cc1C (centres undefined)	-44.1	.	-0.6	0.0
CCOc1ccccc1C(=O)NC(C(=O)Nc1ccccc1N1CCOCC1)C(C)C (centres undefined)	11.3	-13.8	-1.3	-13.8
O=c1c(C/C=C/c2ccccc2)c(O)nc2n1CCCS2	24.5	17.2	14.9	17.2
CC1Cc2ccccc2N1C(=O)CN1CCc2ccccc2C1 (centres undefined)	-16.5	4.3	16.3	4.3
CSc1nnc(-c2sc3cc(C(F)(F)F)cnc3c2-c2ccccc2)n1C	-0.9	12.9	11.4	12.9
Clc1cccc(-c2cc3nc4c(c(N5CCNCC5)n3n2)CCCC4)c1	.	.	7.5	9.7
O=C1c2ccccc2C(=O)N1OCc1ccccc1	.	.	-9.7	-21.4
CC1CN(C(=O)c2ccccc2C(=O)c2ncc[nH]2)CC(C)O1 (centres undefined)	14.7	.	.	.
COC(=O)[C@H](C)NC(=O)NC1CCCc2ccccc21 (some centres undefined)	25.9	-15.4	-9.2	-15.4
CCC(C)C(=O)Nc1ncc2c(n1)CC(c1cccs1)CC2=O (centres undefined)	12.9	.	6.4	0.0
COCCOC(=O)C1=C(C)Nc2nc(C)nn2C1c1ccc(F)cc1 (centres undefined)	21.4	15.4	5.2	15.4
COc1ccc2c(C)c(C(=O)O)oc2c1	12.2	19.4	19.2	19.4
Cn1c(=O)c2c(nc(SCCN3CCOCC3)n2Cc2cccc3ccccc23)n(C)c1=O	.	.	-4.4	18.5
O=C(Cc1ccccc1)Nc1nnc(-c2cccs2)s1	-29.7	-8.9	0.6	-8.9
CC1CCC2(CC1)Nc1ccccc1C(=O)N2c1ccccc1 (centres undefined)	21.4	18.9	15.0	18.9
